High-throughput results deposited in PubChem BioAssay by The Scripps Research Institute Molecular Screening Center.
ULK1 primary – blocks human autophagy kinase ULK1; AlphaScreen Atg13 phosphorylation by ULK1, luminescence; inhibition, % at 5.96 µM; 1.9% of 30,000 active; AID 1259251; in the data active = inhibition above about 43%;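 also: 0% = median of compound wells and 100% = no enzyme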
ASK1 primary – human ASK1 kinase inhibition, primary screen. Q99683. AlphaScreen MKK6 phosphorylation by ASK1, luminescence. inhibition, % at 7.44 µM. 0.99% of 22,000 active. AID 1159602; in the data active = inhibition above about 35%;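 also: 0% = median of compound wells and 100% = no enzyme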
Target sequence (Q99683 whole entry, looked up): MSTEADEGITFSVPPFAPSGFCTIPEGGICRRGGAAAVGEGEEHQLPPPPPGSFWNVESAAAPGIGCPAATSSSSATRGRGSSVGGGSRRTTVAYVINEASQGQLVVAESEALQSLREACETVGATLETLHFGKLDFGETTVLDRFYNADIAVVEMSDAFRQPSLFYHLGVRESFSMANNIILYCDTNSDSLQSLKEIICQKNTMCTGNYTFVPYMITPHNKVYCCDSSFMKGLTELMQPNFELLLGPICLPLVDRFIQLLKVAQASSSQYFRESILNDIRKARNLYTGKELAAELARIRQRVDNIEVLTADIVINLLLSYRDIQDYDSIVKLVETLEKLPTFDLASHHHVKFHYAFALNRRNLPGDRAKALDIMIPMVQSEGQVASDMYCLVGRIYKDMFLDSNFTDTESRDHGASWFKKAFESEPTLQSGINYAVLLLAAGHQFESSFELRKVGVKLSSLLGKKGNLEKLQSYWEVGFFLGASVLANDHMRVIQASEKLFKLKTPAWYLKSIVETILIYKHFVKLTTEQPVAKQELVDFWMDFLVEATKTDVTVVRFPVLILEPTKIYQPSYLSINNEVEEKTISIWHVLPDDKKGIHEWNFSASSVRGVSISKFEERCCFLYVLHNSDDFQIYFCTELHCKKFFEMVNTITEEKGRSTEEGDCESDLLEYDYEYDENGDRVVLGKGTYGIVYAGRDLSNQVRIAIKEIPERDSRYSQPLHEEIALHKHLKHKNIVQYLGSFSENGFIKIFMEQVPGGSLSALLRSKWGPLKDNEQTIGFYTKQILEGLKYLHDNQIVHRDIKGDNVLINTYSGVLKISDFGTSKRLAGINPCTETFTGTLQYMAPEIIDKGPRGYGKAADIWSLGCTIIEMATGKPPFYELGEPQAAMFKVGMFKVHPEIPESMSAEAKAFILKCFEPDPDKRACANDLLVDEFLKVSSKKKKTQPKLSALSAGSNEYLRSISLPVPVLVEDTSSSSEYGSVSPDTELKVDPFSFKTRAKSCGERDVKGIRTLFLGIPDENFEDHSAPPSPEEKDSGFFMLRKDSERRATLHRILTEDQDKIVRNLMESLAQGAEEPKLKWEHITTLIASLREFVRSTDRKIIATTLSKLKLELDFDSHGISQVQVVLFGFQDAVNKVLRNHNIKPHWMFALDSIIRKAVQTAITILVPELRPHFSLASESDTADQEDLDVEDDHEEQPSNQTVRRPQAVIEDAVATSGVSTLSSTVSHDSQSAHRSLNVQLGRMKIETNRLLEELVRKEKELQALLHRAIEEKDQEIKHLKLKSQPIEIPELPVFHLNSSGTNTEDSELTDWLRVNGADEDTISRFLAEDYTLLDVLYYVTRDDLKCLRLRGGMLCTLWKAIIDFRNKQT
Numbers without * were called inactive; . = no result given. Rows were taken by chance. About 3% of those tested had a hit in this group.

#	mol	ULK1 primary	ASK1 primary
1	CC(=O)Nc1ccc(Nc2nc(Nc3ccc(-n4ccnc4)cc3)nc3nc[nH]c23)cc1	52*	-13
2	O=C(Cc1ccc([N+](=O)[O-])cc1)Nc1cnn(-c2cccc(C(=O)Nc3ccc(N4CCOCC4)cc3)c2)c1	-15	-9
3	CCCNc1cc(NCc2ccc3c(c2)OCO3)nc(N)n1	-4	-25
4	COc1ccc(-c2cnc(Oc3cccnc3)nc2)cc1	-3	.
5	O=C(NCCOc1ccccc1)c1ccnc(-c2ccc(N3CCOCC3)nc2)c1	1	-2
6	Cc1cc(-c2ccc(N=Nc3c(S(=O)(=O)O)cc4cc(S(=O)(=O)O)cc(N)c4c3O)c(C)c2)ccc1N=Nc1c(S(=O)(=O)O)cc2cc(S(=O)(=O)O)cc(N)c2c1O	81*	.
7	Clc1nc(NCc2ccccc2)c2ncn(C3CCCCC3)c2n1	-9	-32
8	c1cc(NCCN2CCOCC2)nc(NCc2ccc3c(c2)OCO3)n1	0	-16
9	COc1cccc(CN(CCCN2CCCCC2)C(=O)Nc2ccc(-c3cn[nH]c3)cc2OC)c1	-2	-11
10	CCN(CC)CCCNC(=O)c1ccc(Cl)cc1[N+](=O)[O-]	2	.
11	O=C1CCCN1CCCNc1nc(Nc2ccc(-n3ccnc3)cc2)nc2nc[nH]c12	58*	-38
12	COc1cccc2cc(-c3csc(NC(=O)c4ccc(F)cc4)n3)oc12	-6	.

(next part)
#	mol	ULK1 primary	ASK1 primary
13	CCN(CC)C(=O)C1CCCN(c2nc(Nc3ccc(N4CCOCC4)cc3)c3ncn(-c4ccsc4)c3n2)C1 (stereo unspecified)	32	15
14	CN1CCN(C(=O)c2ccc(-c3cc(C(=O)NCc4nc5ccccc5[nH]4)ccn3)cc2)CC1	27	-4
15	COc1cccc2cc(-c3csc(NC(=O)c4ccccc4Cl)n3)oc12	-7	.
16	c1cncc(CNc2ccnc(N3CCOCC3)n2)c1	2	4
17	Cc1cc(NCCCN2CCCC2=O)nc(Nc2ccc3ncccc3c2)n1	-1	5
18	Fc1cc(-c2cn[nH]c2)cc(-c2ccnc(Nc3ccc(-n4cnc(C(F)(F)F)n4)cc3)n2)c1	0	18
19	CN(C)C(=O)COc1cc(-c2cn[nH]c2)ccc1NC(=O)C1COc2ccc(Cl)cc2C1 (stereo unspecified)	-13	3
20	O=C(NCCOc1ccccc1)c1ccc2nc(-c3ccccc3)sc2c1	8	-4
21	c1ccc(Nc2ccnc(-c3csc4ccccc34)n2)cc1	-17	-7
22	O=C(O)CC(NS(=O)(=O)c1cccc2nsnc12)C(=O)O (stereo unspecified)	-1	.
23	CC(=O)c1ccc(N=Cc2ccccc2O)cc1	0	.
24	CCN(CC)c1ccc(/C=C2/C(=O)NN(c3cccc(Br)c3)C2=O)cc1	2	.

Later entries:
#	mol	ULK1 primary	ASK1 primary
25	CCOC(=O)C1=C(C)NC(=S)N(C(C)=O)C1c1ccccc1Cl (stereo unspecified)	-14	.
26	Nc1c(I)c(C(=O)O)c(I)c(C(=O)O)c1I	12	.
27	CCCCc1n[nH]c2c1/C(=N\O)CC(c1ccccc1)C2 (stereo unspecified)	-4	.
28	O=C(NCCc1ccc(O)cc1)c1cccc(Nc2ccccn2)n1	-4	6
29	O=C(NCCN1CCOCC1)c1cncc(-c2cccs2)c1	7	-1
30	Cc1nc(-c2cccnc2)cc(N(C)Cc2ccccc2)n1	6	.
31	O=C(NCCCN1CCCC1=O)c1cccc(N2CCC(N3CCOCC3)CC2)n1	-3	-6
32	FC(F)(F)c1ccc(Cn2cnc3c(NCc4cccnc4)nc(N4CCOCC4)nc32)cc1	0	-1
33	CC(C)N(CCNc1nc(Nc2ccccc2)nc2c1ncn2C(C)C)C(C)C	14	6
34	CC(C)n1c(Nc2ccc3ncccc3c2)nc2c(N)ncnc21	4	-28
35	Cc1cc(NCc2cccnc2)nc(-c2cccc(N)c2)n1	27	5
36	Cn1cc(-c2ccc3cnc(Nc4ccccc4)c(F)c3c2)cn1	38	-56

(listing goes on)
#	mol	ULK1 primary	ASK1 primary
37	Oc1ccc(CCNc2ccnc(Nc3ccc(C(F)(F)F)cc3)n2)cc1	-10	-1
38	O=C(Nc1cccc(O)c1)/C(=C/c1ccc([N+](=O)[O-])cc1)NC(=O)c1ccccc1	-14	.
39	O=C(NCCCN1CCCC1=O)c1cc(NCc2cccnc2)nc2ccccc12	7	-5
40	CN(C)CCN(Cc1ccccc1)C(=O)c1nc2ccc(-c3cn[nH]c3)cc2s1	-2	-16
41	COc1ccc2c(c1)CC(C(=O)Nc1ccc(-c3ccncc3)cc1OCCN1CCCC1)CO2 (stereo unspecified)	0	8
42	CC(C)N(CCNC(=O)c1ccnc(Nc2nc3ccccc3n2C)c1)C(C)C	-7	-16
43	Fc1ccc(-c2[nH]ncc2-c2cncc3ccccc23)cc1	-10	7
44	OC1CCN(c2cc(-c3ccccn3)nc(-c3cccnc3)n2)CC1	-1	.
45	CN(C)CCNC(=O)c1ccc2c(c1)CC(c1nc3ccc(-c4cn[nH]c4)cc3c(=O)[nH]1)CO2 (stereo unspecified)	18	13
46	CN(C)C(=O)N1CCN(c2nc(-c3ccccc3)cs2)CC1	4	.
47	COc1ccc(CCNC(=O)c2csc(Nc3cc(OC)c(OC)c(OC)c3)n2)cc1	9	7
48	CC(=O)OCC(=O)[C@@]12OC3(CCCC3)O[C@@H]1C[C@H]1[C@@H]3CCC4=CC(=O)C=C[C@]4(C)[C@@]3(F)[C@@H](O)C[C@@]12C	-11	.

10 entries from above, arranged by number of heavy atoms, descending.
#	mol	ULK1 primary	ASK1 primary
48	CC(=O)OCC(=O)[C@@]12OC3(CCCC3)O[C@@H]1C[C@H]1[C@@H]3CCC4=CC(=O)C=C[C@]4(C)[C@@]3(F)[C@@H](O)C[C@@]12C	-11	.
41	COc1ccc2c(c1)CC(C(=O)Nc1ccc(-c3ccncc3)cc1OCCN1CCCC1)CO2 (stereo unspecified)	0	8
32	FC(F)(F)c1ccc(Cn2cnc3c(NCc4cccnc4)nc(N4CCOCC4)nc32)cc1	0	-1
47	COc1ccc(CCNC(=O)c2csc(Nc3cc(OC)c(OC)c(OC)c3)n2)cc1	9	7
38	O=C(Nc1cccc(O)c1)/C(=C/c1ccc([N+](=O)[O-])cc1)NC(=O)c1ccccc1	-14	.
33	CC(C)N(CCNc1nc(Nc2ccccc2)nc2c1ncn2C(C)C)C(C)C	14	6
37	Oc1ccc(CCNc2ccnc(Nc3ccc(C(F)(F)F)cc3)n2)cc1	-10	-1
44	OC1CCN(c2cc(-c3ccccn3)nc(-c3cccnc3)n2)CC1	-1	.
34	CC(C)n1c(Nc2ccc3ncccc3c2)nc2c(N)ncnc21	4	-28
43	Fc1ccc(-c2[nH]ncc2-c2cncc3ccccc23)cc1	-10	7

(further entries)
#	mol	ULK1 primary	ASK1 primary
49	COc1ccc(CCNc2nc(-c3c(C)nn(C)c3C)nc3c2ncn3C(C)C)cc1	1	-1
50	O=C(NCCOc1ccccc1)C1CCN(c2ccc(NCCN3CCOCC3)nn2)CC1	-13	6
51	O=C(Nc1ccc2[nH]ncc2c1)[C@H]1CCN(C(=O)[C@H](O)COc2ccc(Br)cc2)C1	-4	-1
52	CN1CCN(C(=O)c2ccc(-c3nc(NCCN4CCOCC4)c4ncn(C5CCCCC5)c4n3)cc2)CC1	5	9
53	COc1ccc(-c2nc(C)cc(Nc3ccc(Oc4ccccc4)cc3)n2)cc1	-18	11
54	CCCNc1nc(-c2cccc(N)c2)nc2c1ncn2Cc1ccc(C(F)(F)F)cc1	-20	0
55	CCOC(=O)c1cccc(-n2cc(NC(=O)Cc3ccccc3)cn2)c1	-13	-4
56	Cn1ccc2cc(-c3cc(NCc4nc5ccccc5[nH]4)nc(N)n3)ccc21	7	18
57	O=C(Nc1ccccc1)C1CCN(c2ccc(Nc3nccc4ccccc34)nn2)CC1	-4	1
58	O=C1CCCN1CCCNc1nc(NCCO)c2[nH]cnc2n1	-10	2
59	CCOC(=O)C1=C(C)OC(N)=C(C#N)C1c1ccccc1OCC(=O)N1CCOCC1 (stereo unspecified)	-17	.
60	CCCNc1nc(Nc2ccncn2)nc2c1ncn2Cc1ccc(C(F)(F)F)cc1	-7	6

Further records:
#	mol	ULK1 primary	ASK1 primary
61	Clc1ccc(C(Cn2ccnc2)OCc2csc3c(Cl)cccc23)c(Cl)c1 (stereo unspecified)	-12	.
62	COc1ccc(-c2cc(Nc3ccccc3)nc(N)n2)cn1	11	-3
63	O=C(NC1CC1)c1ccnc(Nc2ccccc2)c1	-14	5
64	Cc1cc(N2CCOCC2)nc(-c2ccc(Br)cc2)n1	-27	.
65	COc1ccc(C(=O)N2CC(C)CC(C)C2)c(OC)c1 (stereo unspecified)	-6	.
66	NC(c1cccc(F)c1)c1nc2ccc(-c3ccncc3)cc2[nH]1 (stereo unspecified)	-7	3
67	O=C(Nc1ccncc1)NC1CCN(C(=O)[C@H](O)COc2ccc(Br)cc2)CC1	-5	-13
68	CC(C)n1c(NCc2cccnc2)nc2c(NCc3ccccc3)ncnc21	-12	5
69	O=C1CCCN1CCCNc1ccnc(N2CCN(c3ccccn3)CC2)n1	0	-12
70	CC(=O)c1ccc(N=Nc2ccc3nonc3c2N)cc1	11	.
71	COc1cccc(CCc2nc3c(OC)cc(-c4cn[nH]c4)cc3c(=O)[nH]2)c1	-9	16
72	Cc1cc(Nc2ccc([N+](=O)[O-])cc2)nc2ccccc12	-12	.

Continued:
#	mol	ULK1 primary	ASK1 primary
73	CCCNC(=O)c1csc(Nc2ccc(-n3ccnc3)cc2)n1	5	8
74	OC1CCC(Nc2ncc(-c3ccccc3Oc3ccccc3)n3ccnc23)CC1 (stereo unspecified)	-12	0
75	O=C(NCCN1CCOCC1)c1csc(N2CCOCC2)n1	9	5
76	O=C(NCCOc1ccccc1)c1ccc2nc(N3CCN(c4ccccn4)CC3)sc2c1	1	6
77	O=C1CCCN1CCn1cnc2c(Nc3ccc(N4CCOCC4)cc3)nc(Nc3cnccn3)nc21	17	3
78	O=C(NCc1ccc(Cl)cc1)NCc1nnnn1C1CCCCC1	0	.
79	O=C(NCCN1CCOCC1)c1cccc(Nc2ncccn2)n1	-5	-26
80	O=C(NCCOc1ccccc1)c1ccc2nc(Nc3ccccc3)sc2c1	-16	7
81	Cc1cnc(-c2c(C)nn(C)c2C)nc1NC1CCN(Cc2ccccc2)CC1	9	2
82	CNC(=O)c1ccccc1Nc1cc(Nc2ccc3c(c2)CC(=O)N3C)ncc1C(F)(F)F	84*	-5
83	COc1ccc(CCNC(=O)c2ccc3nc(NCc4cccnc4)sc3c2)cc1	13	-17
84	COc1cc(Nc2ccc(N3CCC(C(=O)NCc4cccc(C(F)(F)F)c4)CC3)nn2)cc(OC)c1OC	-3	1

(further entries)
#	mol	ULK1 primary	ASK1 primary
85	Cc1cnc(CNc2cc(-c3cccnc3)nc(-c3ccccn3)n2)nc1	21	.
86	NS(=O)(=O)c1ccc(Nc2nccc(-c3ccc(C=O)cc3)n2)cc1	36	-39
87	CCN(CC)CCC(=O)N1c2ccccc2Sc2ccc(C(F)(F)F)cc21	45*	.
88	O=C(NCCCN1CCCC1=O)C1CCN(c2ccc(NCCN3CCOCC3)nn2)CC1	1	-5
89	COc1cc2nc(N3CCc4ccccc4C3)nc(Nc3ccccc3)c2cc1OC	-57	-14
90	FC(F)(F)c1ccc(Cn2cnc3c(NCc4cccc(C(F)(F)F)c4)nc(Nc4ccc(N5CCOCC5)cc4)nc32)cc1	1	13
91	COc1ccc(-c2cccc(C(=O)NCc3cccc(C(F)(F)F)c3)c2)cc1	-21	-11
92	NC(=O)c1ccc2nc(Nc3ccc4ncccc4c3)sc2c1	-3	-6
93	c1cc(Nc2ccc3nc[nH]c3c2)cc(Nc2ccc(N3CCOCC3)cc2)n1	3	11
94	c1ccc(-n2cnc3c(NCc4nc5ccccc5[nH]4)nc(Nc4ccncn4)nc32)cc1	-7	4
95	CC(C)c1nnc(NC(=O)c2ccccc2Br)s1	5	.
96	O=C(NCCc1ccc(O)cc1)c1ccc2nc(-c3cccs3)sc2c1	-10	6

Carrying on.
#	mol	ULK1 primary	ASK1 primary
97	O=C1CCCN1CCn1cnc2c(Nc3ccc(N4CCOCC4)cc3)nc(N3CCOCC3)nc21	-1	-15
98	O=C(NCc1ccccc1)c1cnc(Nc2cnccn2)s1	5	8
99	COc1cc(Nc2cc(C(=O)NCCN3CCOCC3)ccn2)cc(OC)c1OC	-2	1
100	O=C(CSCc1ccccc1)N1CCN(c2ccc(-c3cccs3)nn2)CC1	0	.
101	O=C1CCCN1CCCNc1nc2ncnc(NC3CCN(Cc4ccccc4)CC3)c2[nH]1	2	-1
102	O=C(Nc1ccccc1)C1CCN(c2ccc(Nc3ccc4ncccc4c3)nn2)CC1	10	-6
103	O=C(Cc1cn(-c2ccc(Oc3ccccc3)nn2)c2ccccc12)NCc1cccnc1	24	3
104	c1cc(Nc2cc(NCCN3CCOCC3)ncn2)ncn1	-1	-22
105	OC1CCN(c2ncc(-c3ccc(Cl)cc3)cn2)CC1	-8	.
106	COc1ccc(-c2nc3ccc(C(=O)NCCN(C(C)C)C(C)C)cc3s2)cn1	-10	-28
107	FC(F)(F)c1cccc(CNc2nc(Nc3ccc(-n4ccnc4)cc3)nc3c2ncn3C2CCCCC2)c1	-11	26
108	O=C(Nc1ncc([N+](=O)[O-])s1)c1cccs1	6	.
109	O=C1NC(=Nc2ccccc2)SC1=Nc1cc(O)ccc1[N+](=O)[O-]	-6	.
110	O=C(NC1CC1)c1cccc(NS(=O)(=O)c2ccc(-c3cn[nH]c3)cc2)c1	-14	-19
